Bioassay records: PubChem BioAssay, National Center for Advancing Translational Sciences (NCATS)
FEN1 inhibitor – qHTS Assay for the Inhibitors of Human Flap endonuclease 1 (FEN1); P39748; Recombinant FEN1 flap cleavage, fluorescence, 15 min; Potency, µM (titrated, usually from 114 µM), for inactives: top-dose activity change, negative = inhibition, hits mostly inhibitors; 0.35% of 390,000 active; AID 588795, 2011; further: nearly all actives have a fitted effect of over 65% in size
Target sequence (P39748 whole entry, looked up): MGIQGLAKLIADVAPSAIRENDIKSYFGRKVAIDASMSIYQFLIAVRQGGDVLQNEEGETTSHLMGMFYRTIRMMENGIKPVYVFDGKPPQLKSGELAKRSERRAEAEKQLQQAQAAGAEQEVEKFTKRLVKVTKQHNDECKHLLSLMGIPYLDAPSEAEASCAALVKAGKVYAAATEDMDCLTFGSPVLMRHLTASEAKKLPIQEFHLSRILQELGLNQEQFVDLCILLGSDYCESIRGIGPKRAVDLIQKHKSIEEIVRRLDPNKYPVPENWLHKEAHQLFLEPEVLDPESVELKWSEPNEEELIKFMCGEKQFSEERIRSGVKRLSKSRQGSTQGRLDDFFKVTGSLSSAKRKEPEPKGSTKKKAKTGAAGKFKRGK
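Recombinant FEN1 (10 nM) was preincubated with pin-transferred compounds for 15 min at room temperature, then flap DNA substrate (50 nM final) was added. Plates were read at 0 and 15 min, and normalized concentration–response data were fitted to a four-parameter Hill equation.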
GCN5L2 inh – qHTS Assay for Inhibitors of GCN5L2. Histone acetyltransferase KAT2A (Homo sapiens), Q92830. GCN5L2 HAT assay, ThioGlo1 CoA-SH fluorescence. Potency, µM (doses to about 58.9 µM), for inactives: at the highest dose activity change, negative = inhibition, actives largely listed as inhibitors. 0.21% of 390,000 active. AID 504327, 2011
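Preincubate 20nM GCN5L2 with compound 15 min, RT → add 50uM ThioGlo1 + 75uM H3(1-25) + 70uM acetyl-CoA → read fluorescence 0 and 20 min. Primary qHTS; fluorescent artifacts likely.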
N370S GC mod – qHTS Assay for Inhibitors and Activators of N370S glucocerebrosidase as a Potential Chaperone Treatment of Gaucher Disease | Lysosomal acid glucosylceramidase (Homo sapiens), P04062 | N370S GC spleen homogenate, 4MU-glucoside fluorescence | Potency, µM (titrated, usually from 59.4 µM), for the others: at the top dose activity change, negative = inhibition, usual class: inhibitors | 0.092% of 330,000 active | AID 2101, 2009;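 further: 0% = full enzyme activity and -100% = no enzyme basal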
* = called active by the depositor; ? = inconclusive; . = not tested or not shown. The call rests on the fitted dose curve; in most records, active means well fitted curve in the direction sought with a large enough effect; inconclusive means small, poorly fitted or top-dose-only effect, or another doubt; inactive means no such curve, though single readings can be large; an effect the other way counts as inactive or inconclusive. Unless noted, on the % scale 0 is the no-effect control and ±100 the full control effect; potency means the concentration at half of the fitted maximal effect. Random draw from the library; overall some 0.54% were active at least once.

Sample of the layout:
1) COc1ccccc1-c1cc(C(F)(F)F)nc(S(=O)(=O)CCCC(=O)O)n1
2) CC(C(=O)Oc1ccc2c(c1)OCO2)N1C(=O)c2ccccc2C1=O (centres undefined)
3) S=c1[nH]nc(CNc2ccc(Cl)cc2)n1Cc1ccccc1
4) COc1ccccc1OCCC(=O)OCC(=O)NCc1ccc(F)cc1
5) O=C(OCC(=O)N1c2ccccc2Sc2ccccc21)c1cccnc1
6) Cc1ccc(N2C(=O)C(Cl)=C(N3CCOCC3)C2=O)cc1Cl
7) CCc1ccc2c(c1)NC(c1cccs1)=NC(c1ccc(F)cc1)=N2
8) OCCn1nc2c3ccccc3nc-2n(-c2ccccc2)c1=S

Compound,1,2,3,4,5,6,7,8
GCN5L2 inh,-4%,?,18%,-2%,0%,-2%,-5%,-1%
N370S GC mod,7%,0%,4%,.,-4%,-6%,.,2%
FEN1 inhibitor,-22%,.,1%,-1%,-5%,-12%,-3%,-3%

9) COc1ccc(-c2noc(C(C)n3nc(C)c([N+](=O)[O-])c3C)n2)cc1OC (centres undefined)
10) CCOC(=O)c1c(C)[nH]c(C(=O)/C(C#N)=C/c2ccc(OC)c(OC)c2)c1C
11) O=C1C2C(c3ccccc3)CC=CC2[C@H](c2ccoc2)N1Cc1ccccc1 (some centres undefined)
12) Cc1cc(C)n(CC(=O)NC2C(=O)N3C(C(=O)O)=C(CSc4nnc(C)s4)CSC23)n1 (centres undefined)
13) CN1CCN(C(=O)c2ccc(-c3ccc(Br)cc3)o2)CC1
14) Cc1ccc2oc(=O)c(/C=C(\O)C(C)(C)C)nc2c1

Compound,9,10,11,12,13,14
GCN5L2 inh,0%,-5%,2%,-3%,-1%,-9%
N370S GC mod,-12%,-4%,-12%,4%,.,10%
FEN1 inhibitor,2%,-14%,-2%,0%,-6%,50µM*

This part in full, repeating the preview:
1) COc1ccccc1-c1cc(C(F)(F)F)nc(S(=O)(=O)CCCC(=O)O)n1
2) CC(C(=O)Oc1ccc2c(c1)OCO2)N1C(=O)c2ccccc2C1=O (centres undefined)
3) S=c1[nH]nc(CNc2ccc(Cl)cc2)n1Cc1ccccc1
4) COc1ccccc1OCCC(=O)OCC(=O)NCc1ccc(F)cc1
5) O=C(OCC(=O)N1c2ccccc2Sc2ccccc21)c1cccnc1
6) Cc1ccc(N2C(=O)C(Cl)=C(N3CCOCC3)C2=O)cc1Cl

Compound,1,2,3,4,5,6
GCN5L2 inh,-4%,?,18%,-2%,0%,-2%
N370S GC mod,7%,0%,4%,.,-4%,-6%
FEN1 inhibitor,-22%,.,1%,-1%,-5%,-12%

7) CCc1ccc2c(c1)NC(c1cccs1)=NC(c1ccc(F)cc1)=N2
8) OCCn1nc2c3ccccc3nc-2n(-c2ccccc2)c1=S
9) COc1ccc(-c2noc(C(C)n3nc(C)c([N+](=O)[O-])c3C)n2)cc1OC (centres undefined)
10) CCOC(=O)c1c(C)[nH]c(C(=O)/C(C#N)=C/c2ccc(OC)c(OC)c2)c1C
11) O=C1C2C(c3ccccc3)CC=CC2[C@H](c2ccoc2)N1Cc1ccccc1 (some centres undefined)
12) Cc1cc(C)n(CC(=O)NC2C(=O)N3C(C(=O)O)=C(CSc4nnc(C)s4)CSC23)n1 (centres undefined)

Compound,7,8,9,10,11,12
GCN5L2 inh,-5%,-1%,0%,-5%,2%,-3%
N370S GC mod,.,2%,-12%,-4%,-12%,4%
FEN1 inhibitor,-3%,-3%,2%,-14%,-2%,0%

13) CN1CCN(C(=O)c2ccc(-c3ccc(Br)cc3)o2)CC1
14) Cc1ccc2oc(=O)c(/C=C(\O)C(C)(C)C)nc2c1
15) COc1ccc(CNc2nc3ccccc3n2C(C)C)c(O)c1
16) O=C(Nc1ccccc1C(F)(F)F)c1ncn[nH]1
17) O=C(CSc1nccn(-c2ccc(Br)cc2)c1=O)NC1CCCC1
18) CCN1CCN(c2ccc(S(=O)(=O)N3CCOCC3)cc2NC(=O)/C=C/c2cccc(OC)c2OC)CC1

Compound,13,14,15,16,17,18
GCN5L2 inh,-1%,-9%,-1%,14%,-13%,0%
N370S GC mod,.,10%,-13%,5%,-10%,-2%
FEN1 inhibitor,-6%,50µM*,4%,0%,2%,1%

19) CCOc1ccc(Br)cc1S(=O)(=O)Nc1cccc(S(=O)(=O)Nc2ccccc2C(=O)O)c1
20) CSCCC(Nc1ccc(S(=O)(=O)N2CCOCC2)cc1[N+](=O)[O-])C(=O)OCC(=O)NCC(C)C (centres undefined)
21) CCc1ccccc1NC(=O)Cn1nc(C)c2nn(-c3ccc(Cl)cc3)c(C)c2c1=O
22) CC(=O)c1cccc(NC(=O)C(C)OC(=O)CCc2nc3ccccc3c(=O)[nH]2)c1 (centres undefined)
23) COc1cc(OC)cc(C(=O)NC(C(=O)N2CCC2)C(C)C)c1 (centres undefined)
24) O=C(c1sccc1Br)N1CCN(Cc2ccc3c(c2)OCO3)CC1

Compound,19,20,21,22,23,24
GCN5L2 inh,-9%,-4%,-8%,0%,0%,-14%
N370S GC mod,.,-13%,.,.,.,-9%
FEN1 inhibitor,11%,-3%,1%,-2%,0%,-1%

25) CCn1c(CNc2ccc(F)cc2)nnc1SCC(=O)N1CCCc2ccccc21
26) CCOC(=O)N1CCN(CC(=O)Nc2ccc(F)c(F)c2F)CC1
27) O=S(=O)(NCCCN1CCOCC1)c1ccc(Cl)s1
28) O=C(NN1C(=O)c2ccccc2C1=O)C1CC2CCC1C2 (centres undefined)
29) Cc1cc(C)cc(CC2CC(=O)N(c3ccc([N+](=O)[O-])cc3)C2=O)c1 (centres undefined)
30) O=C(COc1ccc2c3c(c(=O)oc2c1)CCC3)NCC(O)c1ccccc1 (centres undefined)

Compound,25,26,27,28,29,30
GCN5L2 inh,-2%,-1%,-8%,2%,-4%,-7%
N370S GC mod,5%,4%,13%,5%,1%,2%
FEN1 inhibitor,1%,7%,-4%,1%,-3%,-1%

31) CCC(C)Nc1nnnc2c1sc1nc3c(cc12)COC(C)(C)C3 (centres undefined)
32) Cc1ccccc1NC(=O)c1c(C)nn(-c2ccccc2)c1Cl
33) Cc1ccc(NC(=S)N(CCN2CCOCC2)Cc2ccccc2F)cc1
34) COc1cc2[nH]c(C(=O)NCc3ccccc3)cc2c(OC)c1OC
35) Cc1cc(C)c2oc(C(=O)NCc3ccccc3)cc(=O)c2c1
36) CCOc1ccc(OCC)c(NC(=O)C2CCN(c3ncccn3)CC2)c1

Compound,31,32,33,34,35,36
GCN5L2 inh,-3%,1%,-14%,-1%,-4%,-2%
N370S GC mod,-1%,8%,-21%,-6%,2%,-13%
FEN1 inhibitor,-7%,1%,9%,-7%,-2%,-2%

37) COc1cc(/C=N/n2cnnc2-n2nc(C)cc2C)cc([N+](=O)[O-])c1O
38) CN1C(=O)/C(=C/c2ccc(OCc3ccc(C(=O)O)cc3)c(Cl)c2)NC1=S
39) Cc1cccc(NC(=O)c2oc(=O)c3ccccc3c2-c2ccccc2)c1C
40) Cc1cc(C)cc(-n2c(C)nc3cc(C(=O)NCc4ccc(F)cc4)ccc32)c1
41) CCNc1nc(NCC)nc(N(n2cnnc2)S(=O)(=O)c2ccc(C)cc2)n1
42) COc1ccc(NC(=O)Cc2coc3cc(C)ccc23)cc1S(=O)(=O)N1CCOCC1

Compound,37,38,39,40,41,42
GCN5L2 inh,-8%,-4%,-6%,-7%,1%,-2%
N370S GC mod,-15%,-10%,22%,.,12%,-24%
FEN1 inhibitor,-2%,-27%,9%,-3%,-1%,-8%

43) COc1ccc(-c2cn[nH]c2-c2ccc(OCc3ccc(F)cc3)cc2O)cc1OC
44) COc1ccc(C(=O)/C=C/C(=O)N(CC(=O)NC2CCCCC2)CC2CCCO2)c(O)c1 (centres undefined)
45) COc1cccc(OC)c1C(=O)Nc1c(C(=O)N2CCN(c3ccccn3)CC2)oc2ccccc12
46) Cc1ccc(NC(=O)CN(C)C(=O)CSc2nc(C)cs2)cc1
47) COc1ccc(N2CC(C)Cn3c2nc2c3c(=O)n(Cc3ccccc3)c(=O)n2C)c(OC)c1 (centres undefined)
48) Cc1ccc2sc(N(CCCN(C)C)C(=O)c3ccc(S(=O)(=O)N4CCOCC4)cc3)nc2c1C

Compound,43,44,45,46,47,48
GCN5L2 inh,-18%,2%,-2%,5%,-15%,-2%
N370S GC mod,9%,0%,-4%,?,9%,-13%
FEN1 inhibitor,-10%,-23%,7%,2%,1%,-11%

49) CSCCC(NS(=O)(=O)c1ccccc1F)C(=O)N1CCCCCCC1 (centres undefined)
50) CC(=O)Nc1n[nH]c(-c2ccc(C)cc2)c1C
51) O=[N+]([O-])c1cccc(Cl)c1CSc1ccccn1
52) COc1ccc2cc(C(N)=O)c(=Nc3ccc(C)cc3)oc2c1
53) CCCCOC(=O)/C(C#N)=C/c1ccc(-c2cccc(C(F)(F)F)c2)o1
54) Cc1cc(C)n2c(Br)c(CSc3nc4ccccc4s3)nc2n1

Compound,49,50,51,52,53,54
GCN5L2 inh,-4%,0%,-3%,1%,0%,-8%
N370S GC mod,0%,12%,0%,3%,.,-7%
FEN1 inhibitor,9%,19%,-24%,-1%,-12%,6%

55) O=C(c1cc(Br)ccc1Cl)N1CCCC1
56) COC(=O)C(O)(CC(=O)Nc1cc(Cl)ccc1Cl)C(F)(F)F (centres undefined)
57) Cc1ccc(CCNC(=O)c2cc3c(=O)oc4ccccc4c3s2)cc1
58) Cc1onc(-c2ccccc2)c1C(=O)N(CC(C)C)c1c(N)n(CC(C)C)c(=O)[nH]c1=O
59) Cc1cccc(NC(=O)CN2C(=S)NC(C)(C)CC2C)c1 (centres undefined)
60) NC(=O)CC(NC(=O)c1ccc(Br)cc1)c1ccc(N2CCCCCCC2)c([N+](=O)[O-])c1 (centres undefined)

Compound,55,56,57,58,59,60
GCN5L2 inh,1%,0%,0%,0%,-2%,-3%
N370S GC mod,-9%,5%,.,.,3%,-5%
FEN1 inhibitor,14%,-1%,-1%,4%,0%,-21%

61) CC1CCCN(C/C=C/c2ccccc2[N+](=O)[O-])C1 (centres undefined)
62) COc1ccc(C(=O)COC(=O)c2ccn(C)n2)cc1
63) CCOc1ccc(N2C(=O)C3ON(c4ccccc4)C(c4ccco4)C3C2=O)cc1 (centres undefined)
64) CC(C)Oc1ccc(C(=O)OCC(=O)N2CCCc3ccccc32)cc1
65) CCCCn1c(N)c(N(CC(C)C)C(=O)C2CC(=O)N(CCc3ccccc3)C2)c(=O)[nH]c1=O (centres undefined)
66) Cc1onc(C(=O)N2CCN(c3ccccc3)CC2)c1[N+](=O)[O-]

Compound,61,62,63,64,65,66
GCN5L2 inh,0%,0%,-3%,-2%,-2%,-9%
N370S GC mod,0%,-1%,-2%,2%,-3%,1%
FEN1 inhibitor,-12%,-2%,-5%,3%,-2%,0%

67) CCN(CC)S(=O)(=O)c1ccc(Cl)c(C(=O)NCc2ccccc2Cl)c1
68) O=C1C2C3C=CC(C4CC34)C2C(=O)N1CCc1ccccc1 (centres undefined)
69) Cc1cc(C)c(C#N)c(SCC(=O)NC(C)(C)C)n1
70) CCOC(=O)c1ccc(NC(=O)Nc2c(C)n(C)n(-c3ccccc3)c2=O)cc1
71) O=S(=O)(Nc1ccccc1N1CCCCC1)c1ccccc1
72) O=C(Nc1ccc(C(F)(F)F)cc1)c1cccnc1N1CCOCC1

Compound,67,68,69,70,71,72
GCN5L2 inh,-6%,3%,-2%,2%,-3%,-8%
N370S GC mod,24%,5%,1%,-4%,-8%,2%
FEN1 inhibitor,3%,-3%,-5%,-6%,0%,-15%

73) O=C(N/N=C/c1ccc(-c2cccc([N+](=O)[O-])c2)o1)c1ccccc1O
74) Cc1ccc(S(=O)(=O)N(C)C)cc1NC(=O)c1cccs1
75) COc1ccc(S(=O)(=O)N/N=C(/C)c2ccncc2)c(OC)c1
76) CC(C)c1ccc(CNCCSc2nnnn2-c2ccccc2)cc1
77) O=C1C2CCCN2C(=S)N1c1ccccc1 (centres undefined)
78) COCCn1ccc2c(OCC(=O)Nc3ccccc3F)cccc2c1=O
79) CCOc1ccc(C2CC(=O)n3nc(-c4ccc(C)cc4)nc3S2)cc1 (centres undefined)

Compound,73,74,75,76,77,78,79
GCN5L2 inh,-8%,-11%,-29%,-4%,-2%,-6%,-4%
N370S GC mod,13%,6%,-3%,.,2%,.,.
FEN1 inhibitor,?,1%,12%,-20%,1%,-10%,-8%
